RXFP1 antagonist = antagonists of human relaxin receptor RXFP1; HEK293-RXFP1, relaxin-stimulated cAMP HTRF, 30 min; hits give low values; activity change, negative = inhibition, % at 57.5 µM; actives 0.59% (n = 350,000);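 active means activity change of -60% or lower, but not beyond a set lower limit; inconclusive means change between -60% and -40%, or beyond the set limit; inactive means change above -40%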; further: on the % scale 0 is the no-effect control and ±100 the full control effect
D1 potentiator = potentiators of human D1 dopamine receptor; HEK293 TREx D1 cells, calcium flux, dopamine EC20 potentiation; potentiation, % at 10 µM; actives 0.036% (n = 360,000); AID 504651; in the data active means potentiation above about 30%; further: 0% is about no effect
D1 ag = human D1 receptor agonism; activation, % at 2 µM; HEK293 T-REx D1 cells, calcium flux, agonist mode; actives 1% (n = 360,000); P21728; AID 504660; further: 0% is about no effect
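Tetracycline-induced HEK293 TREx D1 cells, force-coupled to calcium signalling, were dye-loaded with a no-wash calcium kit. Compound was pin-added after a 10 s baseline. Fluorescence was read kinetically at 1 cycle/s for 180 s, with calcium rises flagged as agonism.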
D2 antag = antagonizes the human D2 dopamine receptor | P14416 | HEK293 TREx D2 cells, calcium flux, dopamine EC80 | inhibition, % at 10 µM | actives 2% (n = 340,000) | AID 485344; in the data active means inhibition above about 30%; further: 0% is about no effect
Target sequence (P14416 whole entry, looked up): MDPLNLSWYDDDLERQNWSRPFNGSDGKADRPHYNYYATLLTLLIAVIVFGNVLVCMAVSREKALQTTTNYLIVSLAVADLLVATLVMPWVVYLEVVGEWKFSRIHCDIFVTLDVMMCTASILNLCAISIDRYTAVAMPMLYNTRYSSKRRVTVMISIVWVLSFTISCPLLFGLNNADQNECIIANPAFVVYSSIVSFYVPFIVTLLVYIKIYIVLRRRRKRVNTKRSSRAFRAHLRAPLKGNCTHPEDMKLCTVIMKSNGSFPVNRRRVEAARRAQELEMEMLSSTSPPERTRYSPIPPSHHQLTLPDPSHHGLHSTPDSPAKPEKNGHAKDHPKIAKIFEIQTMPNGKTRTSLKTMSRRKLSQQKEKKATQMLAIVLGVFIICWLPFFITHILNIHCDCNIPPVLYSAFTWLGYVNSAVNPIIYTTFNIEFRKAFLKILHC
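In this primary screen, negative modulation is detected by tracking calcium flux after an EC80 dopamine challenge in inducible HEK293 T-REx D2 cells preexposed to test compound for 180 s.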
D1 antag = human D1 dopamine receptor antagonism. P21728. HEK293 TREx D1 cells, calcium flux, dopamine EC80; hits give low values. activity change, negative = inhibition, % at 10 µM. actives 3.2% (n = 360,000); in the data active means activity change below about -30%; further: on the % scale 0 is the no-effect control and ±100 the full control effect
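Allosteric or orthosteric antagonism assessed as attenuation of the calcium response to EC80 dopamine, added 180 s after compound, in induced HEK293 Trex D1 cells loaded with no-wash calcium dye.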
D2 PAM = positive allosteric modulators of human D2 dopamine receptor; P14416; potentiation, % at 10 µM; actives 0.34% (n = 340,000); HEK293 T-REx D2, calcium flux, EC20 dopamine potentiation; AID 485347;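 active means potentiation over 3 SD above the plate norm, cut at about 30% in these data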; further: 0% is about no effect
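Cells plated with tetracycline inducer and held overnight at 30 C; calcium dye loaded 30–90 min at room temperature; baseline taken, compound added and read 180 s; EC20 dopamine then added and read 180 s.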
TRHR enhancer = TRH receptor (human) allosteric enhancement; P34981; TRHR cells, fluo-8 calcium fluorescence, EC20 TRH enhancement; enhancement, % at 2 µM; actives 0.66% (n = 360,000); AID 493056; in the data active means enhancement above about 30%; further: 0% is about no effect
Target sequence (P34981 whole entry, looked up): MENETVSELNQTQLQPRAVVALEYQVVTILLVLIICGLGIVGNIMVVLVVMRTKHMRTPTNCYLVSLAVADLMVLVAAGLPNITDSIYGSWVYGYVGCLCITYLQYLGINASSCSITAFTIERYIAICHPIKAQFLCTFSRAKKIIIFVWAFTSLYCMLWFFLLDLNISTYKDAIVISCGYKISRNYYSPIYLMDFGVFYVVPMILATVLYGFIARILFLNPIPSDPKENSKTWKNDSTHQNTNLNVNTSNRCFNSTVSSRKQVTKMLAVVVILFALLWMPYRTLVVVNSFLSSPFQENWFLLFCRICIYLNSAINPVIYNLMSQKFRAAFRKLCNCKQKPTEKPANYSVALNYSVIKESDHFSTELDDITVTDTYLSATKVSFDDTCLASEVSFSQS
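Enhancer read-out: after compound pinning and an initial kinetic agonist-mode read, an EC20 of TRH (10 nM final) was injected and fluo-8 calcium signal (Ex 480/Em 530) followed at 1 s/cycle for 100 cycles in TRHR-expressing cells.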
D2 agonist = activates the human D2 dopamine receptor. activation, % at 2 µM. HEK293 T-REx D2 cells, calcium flux agonist mode. P14416. actives 0.53% (n = 340,000);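 active means activation over 3 SD above normal in the single-dose calcium agonist read, cut at about 30% in these data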; further: 0% is about no effect
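Tetracycline-induced HEK293 Trex cells with D2 receptor force-coupled to calcium signaling, plated overnight at 30 C and loaded with no-wash calcium dye. Calcium flux read kinetically for 180 s after compound addition; responses flag agonists.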
TRHR agonist = agonists of human TRH receptor. AID 493084. activation, % at 2 µM. TRHR cells, calcium flux fluo-8, FDSS agonist mode. actives 0.18% (n = 360,000). P34981; further: 0% is about no effect
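Read-out: compound-evoked intracellular calcium rise in TRHR cells, fluo-8 dye, kinetic FDSS fluorescence at 1 s/cycle following a 10-cycle baseline. Cells cultured overnight before dye loading (30 min–1.5 h, RT).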
* marks the source's active call; other numbers are inactive results; ? = inconclusive; nt = no result given. Unless noted, no stated cut-off is given here; in the data, active means activation above about 30%; inactive means the rest.

Molecule	RXFP1 antagonist	D1 potentiator	D1 ag	D2 antag	D1 antag	D2 PAM	TRHR enhancer	D2 agonist	TRHR agonist
CCCn1nnc(NC(=O)Cc2ccccc2)n1	-1	6	3	0	5	-5	0	-0.1	-0.1
COC(=O)c1cc(OC)c(OC)c(OC)c1N	7	10	0	-4	15	-4	6	1.3	0.0
CC1CCN(C(=O)CCN2C(=O)/C(=C/c3cccs3)SC2=S)CC1	3	nt	9	-5	9	4	7	3.1	-0.1
COc1cc(-c2cc(C(=O)Nc3c(Cl)cc(Cl)cc3Cl)c3ccccc3n2)cc(OC)c1OC	12	-1	3	5	-6	7	3	0.2	0.8
Cc1ccc(S(=O)(=O)Nn2c(C)ccc2C)cc1	-12	-2	2	-15	-6	4	-5	0.2	0.0
C/C(=N\Nc1nc(C)c(C)s1)c1ccc([N+](=O)[O-])cc1	5	-5	0	-2	-7	2	-5	1.3	0.7
O=C(COC(=O)c1ccc2ncsc2c1)NCc1ccc(Cl)cc1	-5	-3	1	nt	-11	nt	-8	nt	-0.2
Cc1ccc(NC(=O)CS(=O)CC(=O)N(c2ccccc2F)C(C)C(=O)NC2CCCC2)cc1 (stereo not drawn)	0	-11	2	-42	16	-20	-4	-0.5	0.6
CC(C)(C)C(=O)N1CCN(c2ccc([N+](=O)[O-])cc2-n2cccc2)CC1	10	-1	0	2	-4	-14	-3	26	0.1
Cc1ccc(CCNC(=O)CNC(=O)c2cccs2)cc1	-14	0	4	21	-3	-8	16	0.6	0.1
O=C(Nn1c(SCc2ccccc2F)nc2ccsc2c1=O)c1ccccc1	-30	-10	3	-4	-11	5	-4	0.8	-0.6
O=C1NC(c2ccccc2)CCO1 (stereo not drawn)	nt	5	0	-21	-1	-1	9	0.4	0.0
COc1ccc(CC(=O)NCc2nc(-c3ccccc3)no2)cc1	0	-3	1	-2	-5	-9	-6	0.0	-0.1
O=C(OCC(=O)N1CCOCC1)c1ccc[nH]c1=O	-3	-3	1	-3	2	-6	-3	0.1	0.4
N#CC1=C2SCC(O)(c3ccccc3)N2C(=O)CC1c1cccs1 (stereo not drawn)	3	-9	63*	-19	-28	7	3	3.4	3.0
COc1cc2[nH]c(C(=O)Nc3ccc(F)cc3)cc2c(OC)c1OC	nt	-8	1	89*	-28	-20	-6	-0.5	0.2
CC(=O)NC(CC(=O)N1CCN(C(C)=O)CC1)c1ccccc1 (stereo not drawn)	-3	3	5	-13	13	6	10	0.5	0.2
CC(C)(C)OC1NS(=O)(=O)OCC1NCOC(Cl)(Cl)Cl (stereo not drawn)	nt	2	3	23	-11	-8	2	0.4	0.0
Cc1ccc(-c2c[n+](CC(=O)OCc3ccccc3)c3n2CCC3)cc1	10	5	2	-8	3	-6	10	0.3	0.0
CCCn1ncc(CN2CCC(n3nccc3NC(=O)c3ccccc3Cl)CC2)c1C	5	-10	2	-4	9	-4	2	0.2	-0.6

One compound at a time, from the list above:
`CC(C)(C)OC1NS(=O)(=O)OCC1NCOC(Cl)(Cl)Cl` (stereo not drawn) is listed with RXFP1 antagonist = nt; D1 potentiator = 2; D1 ag = 3; D2 antag = 23; D1 antag = -11; D2 PAM = -8; TRHR enhancer = 2; D2 agonist = 0.4; TRHR agonist = 0.0
`C/C(=N\Nc1nc(C)c(C)s1)c1ccc([N+](=O)[O-])cc1` is listed with RXFP1 antagonist = 5; D1 potentiator = -5; D1 ag = 0; D2 antag = -2; D1 antag = -7; D2 PAM = 2; TRHR enhancer = -5; D2 agonist = 1.3; TRHR agonist = 0.7

(listing goes on)
Molecule	RXFP1 antagonist	D1 potentiator	D1 ag	D2 antag	D1 antag	D2 PAM	TRHR enhancer	D2 agonist	TRHR agonist
COc1ccc(-c2cc(C(=O)N/N=C(\C)c3cccnc3)c3ccccc3n2)cc1	-13	-3	0	9	-58*	-14	9	-0.9	-1.0
COC(=O)c1cc2sccc2n1CC(=O)Nc1cc(OC)cc(OC)c1	-20	-7	7	-27	-14	-6	-9	1.2	3.1
CCOc1ncccc1C(=O)Oc1ccc2c(c1)OCO2	-5	-4	1	-2	-13	5	20	0.2	-1.4
Fc1ccc(Nc2nc(N3CCOCC3)nc(N3CCOCC3)n2)cc1Cl	?	2	2	-1	-3	-3	7	-0.3	0.6
COc1ccc(NC(=O)CS(=O)(=O)c2cn(CC(=O)N3CCCC3)c3ccccc23)c(OC)c1	-4	0	1	-3	-4	-1	-1	-0.3	-0.3
COc1ccc(CNC(=O)C(C)N2C(=O)NC3(CCCCCCC3)C2=O)cc1 (stereo not drawn)	-3	2	2	5	12	4	0	0.2	0.0
COc1cc(C(=O)NCc2ccc(C)cc2)ccc1OC(F)F	nt	-4	2	-17	-1	-14	0	0.3	-1.4
COC(=O)c1c(NC(=O)Cc2cccs2)sc2c1CCCC2	-13	1	5	-2	12	3	-2	-0.2	-0.7
COc1ccc(NC(=O)CSc2[nH]c(=O)cc(C)c2C#N)cc1OC	-5	3	0	34*	25	11	2	-0.5	0.4
Cc1cccc(/C=C2/Sc3ccc(C(=O)NCCN4CCCC4)cc3NC2=O)c1	-17	-4	1	-13	-14	-3	9	-0.2	0.1
COC(=O)[C@@H]1C[C@@H]2CC[C@@H](O)C[C@@H]2N1Cc1ccc(OC)cc1	nt	1	3	39*	10	9	-1	0.7	0.2
Cc1nn(S(=O)(=O)N2CCCCC2)c(C)c1Br	18	1	0	-6	3	nt	18	1.3	-0.2
COCCN1CCn2c(nc3cc(NS(C)(=O)=O)ccc32)C1	-11	-8	1	-5	3	11	1	0.7	0.1
CCCC(=O)N(Cc1cc(=O)[nH]c2ccccc12)c1ccccc1OC	6	-1	0	4	0	-2	14	-0.3	-0.9
COc1ccc(Cc2nnc(NC(=O)Nc3ccccc3F)s2)cc1	1	-10	0	-21	2	8	-5	-0.2	0.6
CC(=O)Nc1ccc(S(=O)(=O)NC(CC(=O)NCCc2ccccc2)C(C)C)cc1 (stereo not drawn)	-19	0	3	5	-14	1	7	-1.1	0.2
CCOc1ccccc1NC(=O)N1CCN(Cc2nc3ccc(C)cc3o2)CC1	nt	-1	0	nt	-18	-4	-2	1.1	-0.7
CCOC(=O)C1CCCN(C(=O)c2ccc3c(c2)NC(=O)C(N2CCOCC2)S3)C1 (stereo not drawn)	-8	-1	0	24	-31*	12	-6	-1.7	-0.6
COC(=O)c1ccc(C)c(-n2c(=O)n(Cc3ccccc3)c(=O)c3[nH]cnc32)c1	3	-2	2	1	-21	22	17	-2.5	-1.9
Cc1nc(C)n(CC(=O)c2ccc(Cl)cc2Cl)n1	14	5	4	0	5	-7	1	0.0	-0.1
Cc1ccc(Nc2nnc(-c3cc4c(ccc5ccccc54)oc3=O)s2)cc1	30	-1	24	nt	6	-18	4	-0.1	-1.1
Cc1ccc(OCCSc2nc(NC(C)C)nc(NC(C)C)n2)cc1	-36	-5	13	27	4	-11	-6	-0.6	1.1
O=c1[nH]nc(-c2ccc(F)cc2)cc1Cc1ccccn1	-8	-2	1	16	-8	0	-7	-0.5	-0.2
C=CCn1c(C)cc(C)c(C#N)c1=O	13	-3	-2	-6	18	19	2	-0.3	-0.2
COc1cc(/C=C(/C#N)C(=O)Nc2ccccc2)c(Br)cc1OCc1ccc(C(=O)O)cc1	?	-12	1	-6	3	2	4	0.3	-0.1
CCOC(=O)C1CCCN(S(=O)(=O)c2cc(Br)cc3c2N(C(=O)C2CC2)CC3)C1 (stereo not drawn)	2	-1	0	7	-4	-1	-3	0.0	-0.8
CSc1ccc(/C=N/NC(=O)c2cccs2)cc1	-27	-3	1	9	-13	-8	7	-0.6	-0.1
O=C(c1cc(COc2ccc(F)cc2Cl)on1)N1CCCCC1c1cccnc1 (stereo not drawn)	33	-9	17	3	-18	-8	-1	-0.8	0.1
CC(SCc1ccccc1)C(=O)Nc1ccc2c(c1)OCO2 (stereo not drawn)	3	0	-1	-1	4	-18	2	-0.1	-0.6
O=C(NC(=S)N1CCN(c2nc(-c3ccccc3)cs2)CC1)c1cncc(Br)c1	1	-1	2	-4	-10	1	-5	0.9	0.2
O=C(CSc1ccc2nnc(CCNC(=O)c3ccc(F)cc3)n2n1)NCc1ccco1	6	-1	3	3	8	9	0	0.0	-0.4
COc1ccc(CNC(=O)C2CCN(S(=O)(=O)N3CC(C)CC(C)C3)CC2)cc1 (stereo not drawn)	-6	-4	2	-1	13	2	2	-0.1	0.1
O=C(COc1ccc(C(=O)c2ccccc2)cc1)Nc1cccnc1	-25	-5	10	-12	-30	nt	-3	3.1	-0.2
NC(=O)CSc1nnc2ccc(-c3ccco3)nn12	6	4	0	14	7	4	-1	0.3	-0.1
O=C(NCc1ccccn1)Nc1ccc(F)cc1F	1	-5	2	13	10	-13	-4	-0.3	0.0
Cc1ccc(NC(=O)C2(S(=O)(=O)c3ccc(Cl)cc3)CC2)cc1	6	-5	3	13	6	1	-2	0.7	-0.4
CCc1ccc(NC(=O)CCNS(=O)(=O)c2cccc3nonc23)cc1	-15	-1	1	-14	-29	-12	-5	-2.4	-0.6
CCC(C(=O)Nc1ncn[nH]1)(C(F)(F)F)C(F)(F)F	-4	-2	0	nt	-5	nt	3	nt	0.8
Cc1cccc2cc(CN(C(=O)c3cccc(Cl)c3)c3ccccc3)c(=O)[nH]c12	-12	1	1	nt	10	4	3	nt	-0.1
COCCNC(=O)C(c1ccccc1C)N(C(=O)Cn1nnc2ccccc21)c1cccnc1 (stereo not drawn)	-13	-1	0	14	1	4	-2	-1.5	-0.1

Entries from the list above that have a nitro group on carbon, in the order listed:
Molecule	RXFP1 antagonist	D1 potentiator	D1 ag	D2 antag	D1 antag	D2 PAM	TRHR enhancer	D2 agonist	TRHR agonist
C/C(=N\Nc1nc(C)c(C)s1)c1ccc([N+](=O)[O-])cc1	5	-5	0	-2	-7	2	-5	1.3	0.7
CC(C)(C)C(=O)N1CCN(c2ccc([N+](=O)[O-])cc2-n2cccc2)CC1	10	-1	0	2	-4	-14	-3	26	0.1

Next records follow.
Molecule	RXFP1 antagonist	D1 potentiator	D1 ag	D2 antag	D1 antag	D2 PAM	TRHR enhancer	D2 agonist	TRHR agonist
COC(=O)c1sc(N2C(=O)c3oc4ccc(C)cc4c(=O)c3C2c2ccc(O)c(OC)c2)nc1C (stereo not drawn)	-8	1	0	nt	16	-5	2	0.9	0.9
CC1=C(c2ccc(C(C)C)cc2)S(=O)(=O)NC1=NCc1ccc(Cl)cc1	7	-2	4	nt	-6	-1	-2	1.5	0.6
COc1ccccc1NC(=O)NC(=O)N(C(C)C)S(C)(=O)=O	-5	-7	3	-13	-8	0	13	1.5	2.6
CCOC(=O)c1cc(-c2ccccc2)n(CCC(=O)Nc2ccc(C(F)(F)F)cc2)c1C	-67*	-6	85*	nt	2	8	-4	19	11
O=C(Nc1ccc(F)cc1F)c1ccc(S(=O)(=O)N2CCCCC2)cc1	-26	-4	7	8	-1	10	0	0.5	-1.6
COc1ccc(NC(=O)Nc2cc(C)ccc2OC)cc1	7	-6	1	30	-32*	nt	-2	-4.0	-0.2
Cc1cccc(C)c1OCc1cc(=O)n2c(-c3ccccc3)csc2n1	nt	-2	-2	nt	-10	nt	-4	0.2	-2.0

Compound activity as filed in PubChem.

An unsorted share of the library. About 7.3% of those tested had a hit in this group.
